MsrA inhibitor = inhibitors of bovine MsrA; purified bovine MsrA, absorbance read-out; inhibition, % at 15.5 µM; actives 0.75% (n = 360,000); AID 651718; in the data active means inhibition above about 4.5%;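 further: 0% = vehicle wells with enzyme and 100% = reference inhibitor wells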
Tb MetRS inh = Trypanosoma brucei MetRS inhibition | purified T. brucei MetRS, ATP depletion, Kinase-Glo luminescence | inhibition, % at 11.9 µM | actives 0.4% (n = 360,000);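 active means inhibition above a per-plate cutoff of the control wells' mean inhibition plus 3 SD, cut at about 5.5% in these data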;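 further: 0% = DMSO wells median and 100% = median of wells with control inhibitor compound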
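System: purified T. brucei MetRS enzyme / Detection: Kinase-Glo luciferase luminescence reporting remaining unconsumed ATP / Medium: HEPES buffer with MgCl2, KCl, DTT, spermine, BSA, pyrophosphatase / Replication: singlicate, one well per compound / Evaluation: percent inhibition relative to median high and low control wells / Schedule: 2 h aminoacylation at 25 °C after 15 min preincubation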
E coli Lon inh = E. coli protease La inhibition | P0A9M0 | inhibition, % at 7.94 µM | purified E. coli Lon protease, fluorescence polarization | actives 0.42% (n = 360,000); in the data active means inhibition above about 13%, passing the limit was not always enough;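 further: 0% = enzyme with probe and DMSO and 100% = no enzyme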
CSN deneddyl inh = inhibitors of human CSN-mediated cullin deneddylation; inhibition, % at 12.5 µM; Q92905; AID 651999; Purified CSN, SCF-Nedd8-OG deneddylation, fluorescence polarization; actives 0.38% (n = 360,000);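 active means pattern-corrected inhibition above about 35%, with an unprinted fluorescence ratio check between 0.5 and 1.5, limit read from the data, passing the limit was not always enough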;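 further: 0% = enzyme with substrate and 100% = substrate without enzyme; some results filed as inactive read as strong as hits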
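Assay system: purified human Csn5 enzyme expressed in HEK293T cells; Input: 0.24 nM Csn5 enzyme, final concentration; Reagent: 10 nM SCFSkp2-Nedd8OG; Compound dosing: 12.5 µM single point; Times: reaction 90 min, room temperature; Technique: fluorescence polarization readout.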
Neddylation inh = cullin neddylation inhibition | P61081+Q13564 | TR-FRET cullin neddylation, biochemical | calls only at 25 µM | actives 0.58% (n = 360,000); in the data active means inhibition above about 36%
FAS TE block = FAS thioesterase (human) inhibition | P49327 | recombinant FAS-TE, OMFH fluorogenic substrate, fluorescence endpoint | inhibition, % at 15 µM | actives 0.67% (n = 360,000) | AID 602261;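 active means compounds whose normalised, plate-corrected inhibition of enzyme fluorescence in the single-dose primary screen is 50% or more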;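 further: 0% = DMSO with enzyme and 100% = substrate without enzyme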
PABP1 MLLE inh = blocks PAM2 peptide binding to the PABP1 MLLE domain; P11940; actives 0.36% (n = 360,000); inhibition, % at 20 µM; GST-MLLE / FITC-PAM2 fluorescence polarization; in the data active means inhibition above about 35%, passing the limit was not always enough;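 further: plate controls were DMSO wells with GST-MLLE for no effect and wells lacking GST-MLLE protein for full effect; some results filed as inactive read as strong as hits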
Rin1 Abl inh = human Rin1-Abl interaction inhibition; TR-FRET Rin1/Abl binding, biochemical; inhibition, % at 7.35 µM; actives 0.4% (n = 360,000); AID 588664; in the data active means inhibition above about 5%, passing the limit was not always enough
Target sequence (P00519 whole entry, looked up): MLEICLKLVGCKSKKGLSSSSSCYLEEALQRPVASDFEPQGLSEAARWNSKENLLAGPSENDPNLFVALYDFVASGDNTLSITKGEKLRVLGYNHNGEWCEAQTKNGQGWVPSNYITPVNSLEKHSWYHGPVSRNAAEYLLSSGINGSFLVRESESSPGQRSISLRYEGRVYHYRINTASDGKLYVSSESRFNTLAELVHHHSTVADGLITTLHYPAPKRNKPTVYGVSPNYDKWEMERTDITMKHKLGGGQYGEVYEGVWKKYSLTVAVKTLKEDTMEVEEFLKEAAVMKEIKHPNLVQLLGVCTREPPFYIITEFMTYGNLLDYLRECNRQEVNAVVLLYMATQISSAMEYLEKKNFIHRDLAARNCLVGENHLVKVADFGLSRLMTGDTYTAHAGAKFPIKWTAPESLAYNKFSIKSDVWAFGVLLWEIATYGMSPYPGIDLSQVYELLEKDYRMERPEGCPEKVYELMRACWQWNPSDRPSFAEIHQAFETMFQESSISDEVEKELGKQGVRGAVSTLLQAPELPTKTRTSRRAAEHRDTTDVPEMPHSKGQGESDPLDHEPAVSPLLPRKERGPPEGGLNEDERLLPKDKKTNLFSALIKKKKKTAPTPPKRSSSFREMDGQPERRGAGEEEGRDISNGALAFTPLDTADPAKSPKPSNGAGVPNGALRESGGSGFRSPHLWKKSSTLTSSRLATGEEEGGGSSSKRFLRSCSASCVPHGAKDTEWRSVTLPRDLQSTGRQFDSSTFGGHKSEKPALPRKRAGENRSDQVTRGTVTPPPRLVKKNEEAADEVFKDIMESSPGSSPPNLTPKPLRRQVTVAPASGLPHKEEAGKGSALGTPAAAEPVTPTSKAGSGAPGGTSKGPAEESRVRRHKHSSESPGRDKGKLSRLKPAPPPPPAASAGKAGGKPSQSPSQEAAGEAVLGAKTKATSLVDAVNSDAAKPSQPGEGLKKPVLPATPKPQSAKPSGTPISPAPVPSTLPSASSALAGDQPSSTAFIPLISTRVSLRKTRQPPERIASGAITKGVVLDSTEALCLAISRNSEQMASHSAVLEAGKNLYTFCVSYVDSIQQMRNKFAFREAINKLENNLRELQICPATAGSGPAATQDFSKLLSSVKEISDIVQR
Target sequence (Q13671 whole entry, looked up): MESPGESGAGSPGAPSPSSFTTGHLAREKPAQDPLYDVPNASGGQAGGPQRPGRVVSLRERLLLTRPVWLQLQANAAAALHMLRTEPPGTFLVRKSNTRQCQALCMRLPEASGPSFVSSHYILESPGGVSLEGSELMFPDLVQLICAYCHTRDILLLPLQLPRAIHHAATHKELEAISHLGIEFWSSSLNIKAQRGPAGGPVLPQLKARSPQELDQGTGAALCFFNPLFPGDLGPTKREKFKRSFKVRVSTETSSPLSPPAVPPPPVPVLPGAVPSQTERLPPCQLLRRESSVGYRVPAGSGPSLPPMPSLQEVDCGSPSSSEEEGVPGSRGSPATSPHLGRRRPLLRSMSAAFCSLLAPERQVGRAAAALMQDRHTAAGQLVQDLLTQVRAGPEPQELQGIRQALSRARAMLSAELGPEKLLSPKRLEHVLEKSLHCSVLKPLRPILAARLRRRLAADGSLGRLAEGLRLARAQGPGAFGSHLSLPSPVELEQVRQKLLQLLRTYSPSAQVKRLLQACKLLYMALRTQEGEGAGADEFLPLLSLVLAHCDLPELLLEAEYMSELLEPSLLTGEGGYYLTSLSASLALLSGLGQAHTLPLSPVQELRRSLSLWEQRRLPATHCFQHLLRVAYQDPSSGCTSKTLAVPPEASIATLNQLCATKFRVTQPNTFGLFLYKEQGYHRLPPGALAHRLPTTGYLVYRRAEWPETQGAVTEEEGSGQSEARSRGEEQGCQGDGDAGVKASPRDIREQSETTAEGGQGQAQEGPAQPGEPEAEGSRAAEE
bovine MsrA act = activates bovine MsrA enzyme; AID 602163; actives 0.3% (n = 360,000); purified bovine MsrA, absorbance read-out; activation, % at 10.6 µM; in the data active means activation above about 7.5%;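 further: 0% = vehicle and 100% = reference activator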
Numbers without * were called inactive; i = inactive; x = not tested or not shown. A portion of the library (hit frequency here may not be typical).

(1) N=c1c[n+](CC23CC4CC(CC(C4)C2)C3)[n-]o1
(2) CCC1CN1P(=S)(N1CC1CC)N1CC1CC (configuration not stated)
(3) O=C1NC(=O)C(CCc2ccncc2)(CCc2ccncc2)C(=O)N1C1CCCCC1
(4) Ic1ccccc1CN[C@@H]1C2CCN(CC2)[C@@H]1C(c1ccccc1)c1ccccc1
(5) CCN(CC)S(=O)(=O)c1ccc(C(=O)NC2CN3CCC2CC3)cc1 (configuration not stated)
(6) CN1CC(C(=O)c2cccs2)C(c2ccc(Cl)cc2)C1 (configuration not stated)
(7) O=[N+]([O-])c1ccc(C2C3C(c4ccccc4)=NC4(CCCC4)N32)cc1 (configuration not stated)
(8) CCOC(=O)C1(CCCc2ccccc2)CCN(C2CCCC2)CC1

assay / compound	1	2	3	4	5	6	7	8
Rin1 Abl inh	1	2	5	6	5	0	-2	3
Tb MetRS inh	-2.0	-0.4	0.1	-0.5	1.6	-0.9	-0.5	-1.8
FAS TE block	-14	-2	-2	12	-4	-3	26	-5
E coli Lon inh	-6	-5	-6	9	-2	-1	4	-7
bovine MsrA act	-11	-14	-1	0	0	0	-2	-6
CSN deneddyl inh	6	5	4	1	-1	-4	4	-4
Neddylation inh	i	i	i	i	i	i	i	i
MsrA inhibitor	-0.4	0.9	-0.7	-1.7	-0.3	-1.0	0.7	1.0
PABP1 MLLE inh	-5	10	-2	-3	2	1	6	-4

One compound at a time, as listed above. Values in the order: Rin1 Abl inh	Tb MetRS inh	FAS TE block	E coli Lon inh	bovine MsrA act	CSN deneddyl inh	Neddylation inh	MsrA inhibitor	PABP1 MLLE inh
Record of CCOC(=O)C1(CCCc2ccccc2)CCN(C2CCCC2)CC1 → 3	-1.8	-5	-7	-6	-4	i	1.0	-4
Record of O=C1NC(=O)C(CCc2ccncc2)(CCc2ccncc2)C(=O)N1C1CCCCC1 → 5	0.1	-2	-6	-1	4	i	-0.7	-2
Record of CCN(CC)S(=O)(=O)c1ccc(C(=O)NC2CN3CCC2CC3)cc1 (configuration not stated) → 5	1.6	-4	-2	0	-1	i	-0.3	2
Record of CN1CC(C(=O)c2cccs2)C(c2ccc(Cl)cc2)C1 (configuration not stated) → 0	-0.9	-3	-1	0	-4	i	-1.0	1

(list continues)
(9) CCOc1nc(NC(C)C)nc(N2CC3CC(C2)c2cccc(=O)n2C3)n1 (configuration not stated)
(10) Cc1ccc(-c2nc3ccccc3c(=O)n2-c2cccc(C)n2)cc1
(11) c1ccc(CNCCc2ccc3c(c2)OCO3)nc1
(12) COc1ccccc1N1CCN(C2CCCN(C(=O)COc3ccccc3Cl)C2)CC1 (configuration not stated)
(13) CC(C)c1ccc(NC(=O)N2C[C@H]3C[C@@H](C2)c2cccc(=O)n2C3)cc1
(14) C=Cn1c(P(=S)(N2CCOCC2)N2CCOCC2)cc2c1CCCC2
(15) CCOC(=O)C1CCN(/C=C2/C(=O)NC(=S)N(c3ccccc3F)C2=O)CC1
(16) O=c1[nH]c(O)c(C=Nc2ccccc2Sc2ccccc2)c(=O)[nH]1

assay / compound	9	10	11	12	13	14	15	16
Rin1 Abl inh	3	-2	3	0	-1	0	-2	-4
Tb MetRS inh	0.0	-0.3	-0.5	-0.3	-2.6	-0.6	0.1	0.0
FAS TE block	-5	-1	-6	3	-6	20	-10	0
E coli Lon inh	1	3	8	-8	-7	-9	-7	-4
bovine MsrA act	-4	-3	-1	0	-7	-7	-2	1
CSN deneddyl inh	-2	-7	-1	-2	2	7	1	0
Neddylation inh	i	i	i	i	i	i	i	x
MsrA inhibitor	-1.1	0.7	-0.4	-0.2	-0.3	0.2	1.3	1.1
PABP1 MLLE inh	4	-3	-6	6	-9	30	-2	4

Brought forward from above: three entries, then new ones.
(14) C=Cn1c(P(=S)(N2CCOCC2)N2CCOCC2)cc2c1CCCC2
(15) CCOC(=O)C1CCN(/C=C2/C(=O)NC(=S)N(c3ccccc3F)C2=O)CC1
(16) O=c1[nH]c(O)c(C=Nc2ccccc2Sc2ccccc2)c(=O)[nH]1
(17) COc1ccc(-n2c(/C=C/c3ccc4c(c3)OCO4)nc3ccccc3c2=O)cc1
(18) CN1CCN(C(=O)O[C@H]2c3nccnc3C(=O)N2c2ccc(Cl)cn2)CC1
(19) Cc1ccc(CN2CCN(C)CC2)c(C)c1
(20) O=C(Nc1ccc(F)cc1)OC1CN2CCC1CC2 (configuration not stated)
(21) CN(C)N=O
(22) CCOC(=O)c1nsnc1NCCCl
(23) Cc1cc(NC(=O)CCl)nn1C
(24) C[C@]12CC[C@@H](O)CC1=CCC1C2CC[C@]2(C)C(=O)[C@H](F)CC12 (some centres not stated)

assay / compound	14	15	16	17	18	19	20	21	22	23	24
Rin1 Abl inh	0	-2	-4	0	-2	-6	-2	0	-2	-1	1
Tb MetRS inh	-0.6	0.1	0.0	0.1	-0.3	-0.5	-0.5	-0.5	-0.6	-0.8	-0.3
FAS TE block	20	-10	0	21	-2	-8	-6	-4	-6	-8	-4
E coli Lon inh	-9	-7	-4	4	-3	-4	-10	5	6	-10	-7
bovine MsrA act	-7	-2	1	-1	-1	0	-2	-6	-1	-8	0
CSN deneddyl inh	7	1	0	-1	-3	-2	4	6	-9	6	5
Neddylation inh	i	i	x	i	i	i	i	i	i	i	i
MsrA inhibitor	0.2	1.3	1.1	1.7	2.5	-1.6	-1.3	0.6	2.0	0.3	-0.1
PABP1 MLLE inh	30	-2	4	14	-6	-5	5	2	-3	5	17

(25) O=[N+]([O-])c1ccc(OP(=O)(O)Oc2ccc([N+](=O)[O-])cc2)cc1
(26) Cc1ccc(C2N(c3ccccn3)C(=O)C3CCCN32)o1 (configuration not stated)
(27) COc1ccc(OC)c(-n2c(O)c(C=Nc3c(C)n(C)n(-c4ccccc4)c3=O)c(=O)[nH]c2=O)c1
(28) COC(=O)C1=C(c2ccc(F)cc2OCc2ccccc2)C[C@@H]2CC[C@H]1N2C(=O)NCCN1CCOCC1
(29) COC(=O)C1=C(c2ccc(F)cc2OCc2ccccc2)C[C@@H]2CC[C@H]1N2C(=O)N1CCCCC1
(30) COc1ccc(CN2C(=O)NC(=O)/C(=C/c3cc(OC)c(OC)c(OC)c3)C2=O)cc1
(31) O=C(Cc1ccc(Cl)cc1)NCCN1CCN(C(=O)Cc2ccc(Cl)cc2)CC1
(32) CC(=O)NC(Cc1ccc(N(CCCl)CCCl)cc1)C(=O)O (configuration not stated)

assay / compound	25	26	27	28	29	30	31	32
Rin1 Abl inh	-1	4	-6	3	7	1	-1	1
Tb MetRS inh	-0.2	-0.6	-0.7	-0.1	-0.3	-1.2	-0.1	-0.5
FAS TE block	34	4	-7	-9	2	-2	1	-5
E coli Lon inh	5	4	-5	-3	-10	-30	-7	4
bovine MsrA act	-4	-1	-4	-9	-4	-3	-2	-11
CSN deneddyl inh	-1	2	0	-1	0	5	4	-7
Neddylation inh	i	i	i	i	i	i	i	i
MsrA inhibitor	0.2	-0.7	4.0	-0.7	-1.0	0.2	-0.6	1.4
PABP1 MLLE inh	-3	0	-8	-3	5	19	-6	7

(33) c1ccc2c(c1)[nH]c1cnccc12
(34) Cc1cc(C(=O)OCC(=O)Nc2ccc(F)cc2)c(C)n1C1CC1
(35) CC(N)Cc1c[nH]c2cc3c(cc12)OCCO3 (configuration not stated)
(36) Oc1cc(Cl)ccc1Oc1ccc(Cl)cc1Cl
(37) O=C(CN1CCN(CCO)CC1)Nc1ccc(Cl)cc1C(=O)c1ccccc1
(38) CCCC(=O)NC1=C(N2CC2)C(=O)C(NC(=O)CCC)=C(N2CC2)C1=O
(39) CC1(C)COC(Nc2ccc(Cl)cc2)=N1
(40) CCOc1ccc(-n2c(O)c(C=NCCN3CCNCC3)c(=O)[nH]c2=O)cc1

assay / compound	33	34	35	36	37	38	39	40
Rin1 Abl inh	-3	4	-1	1	5	-7	-7	4
Tb MetRS inh	-0.8	-0.2	-1.8	5.2	-0.4	0.1	0.1	-0.2
FAS TE block	-4	2	-7	25	-5	-6	-4	-10
E coli Lon inh	-3	-6	4	-9	-6	3	-4	-5
bovine MsrA act	-8	-4	0	-3	-7	-2	-3	0
CSN deneddyl inh	-4	-5	8	5	0	0	-3	0
Neddylation inh	x	i	i	i	i	i	i	i
MsrA inhibitor	-0.3	0.9	1.8	-0.1	1.1	4.7*	-0.1	x
PABP1 MLLE inh	-3	-10	-12	3	3	5	-5	1

(41) CCC(C)/C=C(C)/C=C/C1=CC2=C(Cl)C(=O)C(C)(OC(C)=O)C(=O)C2=CO1 (configuration not stated)
(42) CC=C(CC)C1(CCC)C(=O)NC(=S)NC1=O
(43) CN(C)C(=O)Oc1ccc2c(c1)O/C(=C\c1cccc(Cl)c1)C2=O
(44) CCCn1c(C)cc(C=O)c1C
(45) C#CCN1C(=O)C2(C(C#N)=C(N)OC(C)=C2C(=O)OCc2ccccc2)c2ccccc21 (configuration not stated)
(46) O=C(CCN1C(=O)COc2ccccc21)N1CCC2(CC1)OCCO2
(47) CCOc1ccccc1N1C(=O)NC(=O)C(CCc2ccncc2)(CCc2ccncc2)C1=O
(48) Cc1nc2ccc(Cl)cc2c(-c2ccccc2)c1C(=O)O

assay / compound	41	42	43	44	45	46	47	48
Rin1 Abl inh	1	3	3	2	5	4	1	-7
Tb MetRS inh	0.4	-0.3	-0.2	0.1	-0.6	0.2	0.7	-0.7
FAS TE block	6	-3	5	3	11	-8	-12	-4
E coli Lon inh	-8	-6	1	-7	-10	-1	4	-2
bovine MsrA act	-5	-2	-2	-4	-4	-2	-3	-4
CSN deneddyl inh	3	1	1	-3	-3	0	2	1
Neddylation inh	x	i	i	i	i	i	i	i
MsrA inhibitor	x	-0.2	0.4	-0.5	1.5	1.0	-1.0	-0.7
PABP1 MLLE inh	-12	14	-11	-28	1	-8	-8	2

(49) O=C1NC(=O)N(Cc2ccccc2Cl)C(=O)/C1=C/c1cccs1
(50) O=c1c2ccccc2[nH]c(=S)n1-c1ccc(Br)cc1
(51) CN1[C@@H]2CC[C@H]1CC(OC1c3ccccc3CCc3ccccc31)C2 (some centres not stated)
(52) CCCCCn1c(=O)c(C(=O)Nc2cccc(C)n2)c(O)c2ccccc21

assay / compound	49	50	51	52
Rin1 Abl inh	-2	2	3	3
Tb MetRS inh	0.0	-1.1	-1.1	-0.4
FAS TE block	-1	8	1	7
E coli Lon inh	-19	1	-9	-5
bovine MsrA act	-5	0	-1	-5
CSN deneddyl inh	7	8	-2	-3
Neddylation inh	i	i	i	i
MsrA inhibitor	1.5	-0.8	0.8	-1.4
PABP1 MLLE inh	18	-40	5	28

Compound activity from PubChem.
